Assay outcomes from PubChem BioAssay.
sgs1 mgt1 – NCI yeast anticancer drug screen, S. cerevisiae sgs1 mgt1 strain; % growth inhibition at 50 µM; hit rate 10% among 78,000; AID 161;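 further: 0% = growth of vehicle-only cultures of the same strain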
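Read-out: growth inhibition vs vehicle controls. Cells: mutant yeast strain deficient in DNA damage repair.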
cln2 rad14 – NCI yeast anticancer drug screen, S. cerevisiae cln2 rad14 strain; AID 165; growth inhibition, % at 50 µM; hit rate 8.3% among 78,000;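 further: 0% = growth of vehicle-only cultures of the same strain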
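Strain: cln2 rad14 yeast, altered in cell cycle control and DNA damage repair. Read-out: growth inhibition vs vehicle.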
yeast mlh1 rad18 – NCI yeast anticancer drug screen, S. cerevisiae mlh1 rad18 strain. hit rate 11% among 79,000. AID 175. growth inhibition, % at 50 µM;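 further: 0% = growth of vehicle-only cultures of the same strain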
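Yeast w/ defined DNA-repair lesions; compound exposure; growth vs vehicle controls → % inhibition.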
yeast mec2-1 – NCI yeast anticancer drug screen, S. cerevisiae mec2-1 strain; hit rate 9% among 79,000; growth inhibition, % at 50 µM;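 further: 0% = growth of vehicle-only cultures of the same strain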
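Strain: mec2-1 (DNA repair/cell cycle alteration). Compound exposure, then growth measured; inhibition expressed relative to vehicle.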
yeast bub3 – NCI yeast anticancer drug screen, S. cerevisiae bub3 mutant strain. % growth inhibition at 50 µM. hit rate 9.9% among 78,000. AID 167;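 further: 0% = growth of vehicle-only cultures of the same strain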
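Yeast carrying a defined mutation is treated with each compound, and growth is compared with that of vehicle-exposed cells to give inhibition.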
rad50 – NCI yeast anticancer drug screen, S. cerevisiae rad50 strain | % growth inhibition at 50 µM | hit rate 10% among 79,000 | AID 155;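 further: 0% = growth of vehicle-only cultures of the same strain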
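Compounds were tested on a yeast strain with an engineered DNA damage repair alteration; the reported value is growth inhibition normalised to vehicle treatment.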
An asterisk follows results filed as active; & = joins results of further samples. No stated cut-off is given here; in the data, active means growth inhibition above about 70%; inactive means the rest.

SMILES	sgs1 mgt1	cln2 rad14	yeast mlh1 rad18	yeast mec2-1	yeast bub3	rad50
CCC(C(=O)c1cccs1)C(O)(C(F)(F)F)C(F)(F)F (centres undefined)	-28	-83	23	5	-31	-14
O=C(/C=C\c1ccc(Cl)cc1Cl)c1cccs1	10	-30	1	-6	55	-9
COC(=O)C1C(=O)OC(C)(C)C1c1ccccc1 (centres undefined)	-6	-29	2	6	0	-14
CC1(O)CCCCCCC1	27	1	8	-4	8	1
CCN(CCO)C(C(=O)c1ccc(-c2ccccc2)cc1)c1ccc(-c2ccccc2)cc1 (centres undefined)	-18	-38	5	5	7	0
COc1c(NC(=O)CC(C)=O)cccc1NC(=O)CC(C)=O	-2	8	-11	14	-8	-1
O=C1N/C(=N\O)C(F)C(NO)N1 (centres undefined)	2	7	-9	0	6	10
Cc1cccc(C)c1NC(=O)CCCC(=O)C1CCC/C1=N\NC(=O)C(=O)NN (centres undefined)	-62	-41	-32	-10	-9	-23
Cc1ccc(S(=O)(=O)OC2CC(C(C)(C)C)CCC2c2ccccc2)cc1 (centres undefined)	-49	-84	6	-7	-5	-29
CCOC(=O)CCC(NC(=O)c1ccc(Nc2cnc3ccc(C(F)(F)F)cc3n2)cc1)C(=O)OCC (centres undefined)	12	14	-24	6	20	24
CC(=O)CCC[C@H](C)[C@@H](O)[C@@H]1O[C@H]([C@@]2(C)CCC(=O)O2)C[C@H]1C(=O)O	8	7	8	-8	19	14
CNC(=O)OCc1c(COC(=O)NC)c(-c2ccc(F)cc2)n2c1CCC2	-16	19	53	13	8	24
C[N+](C)(C)CC(=O)N/N=c1\cc(C(=O)Nc2ccc(N=O)cc2C#N)oc2cc(O)ccc12	-5	8	13	8	25	0
CC(C)(C)C(=O)CS(=O)(=O)O	2	-42	0	5	-6	-3
COc1cc2c(cc1OC)-c1ccc(OC)c(=O)cc1CC(NC(=O)C(C)=O)C2 (centres undefined)	-13	-4	-44	25	-18	58
O=C(Nc1ccccc1C(F)(F)F)Oc1ccc(Cl)cc1Cc1ccccc1	100*	99*	100*	100*	99*	99*
NC(=O)CO	18	5	20	-16	6	22
O=C1OC(c2cccc([N+](=O)[O-])c2)=N/C1=C\c1ccccc1	15	18	25	12	15	17
CCCCOc1ccc(N)cn1	6	-16	-5	-5	33	-5
C[C@]12CC[C@H]3[C@@H](CCC4=CC(=O)CC[C@@]43C)[C@@H]1CC[C@@H]2C(=O)COS(=O)(=O)c1ccc(Br)cc1	-1	-26	23	-16	-21	0
O=C1/C(=C/c2ccc3c(c2)OCO3)Sc2scc(-c3ccc(O)c(O)c3)[n+]21	91*	89*	91*	88*	88*	84*
CON(C)c1nc(N(C)OC)nc(N(C)OC)n1	-29	8	-12	-48	-23	-8
CCOC(=O)CCC(=O)C1c2cccc(O)c2C(=O)c2c(O)cc(C)cc21 (centres undefined)	24	34	29	38	43	43
O=c1[nH]c(=O)n(C2CC(O)C(CO)O2)cc1OC/C=C/Cc1ccccc1 (centres undefined)	1	8	-21	-13	-10	-22
O=P(O)(CP(=O)(c1ccccc1)c1ccccc1)c1ccccc1	16	16	11	7	6	15

Carrying on.
SMILES	sgs1 mgt1	cln2 rad14	yeast mlh1 rad18	yeast mec2-1	yeast bub3	rad50
C1CC(CCN2CCOCC2)CCN1	-17	10	-8	-47	-3	-16
O=C(NC1CCCC2CCCCC21)c1ccccc1 (centres undefined)	28	0	-19	17	13	11
COc1ccccc1/C=C1/Sc2scc(CC(=O)Nc3ccccc3)[n+]2C1=O	24	18	25	4	-5	9
Nc1nc(N)c2nc(C(=O)O)c(C(=O)O)nc2n1	-12	-16	-4	-8	-19	-21
COc1cc(C2CC(C)(Nc3ccccc3)Oc3cc4c(cc32)OCO4)cc(OC)c1OC (centres undefined)	-4	5	-14	-14	4	-6
CCCCN(CCCC)CC(O)c1ccnc2c(Cl)cc(Cl)cc12 (centres undefined)	8	-13	15	-5	9	4
O=C(Nc1cccc2ccccc12)Oc1ccc(Br)cc1Br	93*	30	93*	71*	54	84*
O=C(O)c1c[nH]c2cc(Cl)ccc2c1=O	-22	91*	12	-21	-20	-2
O=C(c1ccc(O)cc1)c1cccc(C(=O)c2ccc(O)cc2)c1	15	-21	8	7	-3	-5
O=C(O)CCC(=O)NNc1ccccc1	62	83*	86*	86*	90*	58
CCOC(=O)c1ccc(NCc2nc3c([nH]2)c(=O)n(C)c(=O)n3C)cc1	-1	-54	2	-1	-14	-1
CN=C(N)N/N=C(\C)c1ccc2c(c1)Cc1ccccc1-2	84*	53	93*	60	82*	78*
N#Cc1cc(C#N)c(N)nc1N	2	13	-6	6	-1	14
Cc1c(C(C)(C)C)cc(C(C)(C)C)c(O)c1CN(C)Cc1c(C)c(C(C)(C)C)cc(C(C)(C)C)c1O	100*	100*	99*	99*	99*	100*
O=C(Nc1c[nH]c(=O)[nH]c1=O)Oc1ccccc1	-5	-1	5	-7	-50	-6
Fc1cccc(CSc2n[nH]c(=S)c3nc[nH]c23)c1	15	41	5	10	-4	10
CC(C)CN(CC(C)C)S(=O)(=O)c1ccccc1	-9	4	0	7	8	5
N/N=C(\c1nc2ccc([N+](=O)[O-])cc2[nH]c1=O)C(O)c1ccc(Cl)c(Cl)c1 (centres undefined)	-11	-13	-7	-7	22	6
CCOc1nc(OC)c(Cc2c(OC)nc(OCC)c3c2CCCC3)c2c1CCCC2	-3	56	10	1	-1	2
CC(C)(C)OC(=O)NC1CCC(C(C)(C)C)CC1 (centres undefined)	-4	9	24	-3	8	2
CCCCCCCCCC(=O)Oc1cccc2onc(C)c12	-20	-8	-11	-44	-14	-21
CCOC(=O)c1ccc(C(=O)OCC)n1-c1cc2cc(c1)CSCc1cc(cc(-n3c(C(=O)OCC)ccc3C(=O)OCC)c1)CSC2	-21	17	-5	-30	-14	-26
CC1(C)OC(=O)N(CO)C1=O	-28	-14	-20	-10	-30	13
C=C(C)COc1ccc2c(c1)CCC1C2CCC2(C)C(=O)/C(=N/O)CC12 (centres undefined)	-8	52	10	-12	8	15
O=C1OC(c2ccccc2)=N/C1=C\c1ccc(Oc2ccc(Cl)c(Cl)c2)cc1	75*	46	52	61	70	69

Among those listed so far, these have two or more sulfur atoms:
SMILES	sgs1 mgt1	cln2 rad14	yeast mlh1 rad18	yeast mec2-1	yeast bub3	rad50
O=C1/C(=C/c2ccc3c(c2)OCO3)Sc2scc(-c3ccc(O)c(O)c3)[n+]21	91*	89*	91*	88*	88*	84*
COc1ccccc1/C=C1/Sc2scc(CC(=O)Nc3ccccc3)[n+]2C1=O	24	18	25	4	-5	9
Fc1cccc(CSc2n[nH]c(=S)c3nc[nH]c23)c1	15	41	5	10	-4	10
CCOC(=O)c1ccc(C(=O)OCC)n1-c1cc2cc(c1)CSCc1cc(cc(-n3c(C(=O)OCC)ccc3C(=O)OCC)c1)CSC2	-21	17	-5	-30	-14	-26

Next part.
SMILES	sgs1 mgt1	cln2 rad14	yeast mlh1 rad18	yeast mec2-1	yeast bub3	rad50
CC(=O)OCc1nc2ncnc(N)c2[nH]1	-11	-52	-5	-6	-3	0
Cc1ccc2c(ccc3ccccc32)n1	60	-4	45	17	51	60
O=C(NC(Cc1ccccc1)C(=O)O)C(=O)c1c[nH]c2ccc(Cl)cc12 (centres undefined)	-6	-10	0	-22	1	-20
CCCCCCCCSC1=C(Cl)C(=O)C(OC)=C(OC)C1=O	69	35	79*	54	59	23
CN(C)c1ccc(/C=C/c2nc3ccccc3s2)cc1	4	36	83*	24	-2	3
CCCCCCCN(CCCCCCC)CC(O)c1cc2ccccc2c2cc(Br)ccc12 (centres undefined)	-41	-25	-109	-33	-69	-53
CCCCCCCCC/C=C\C(=O)O	10	-23	37	-12	-14	5
CCCCN(CCCC)C(=O)C(=O)C(C)C(=O)CC (centres undefined)	15	-1	26	-3	12	-4
CCCCC(CC)(CO)CCC (centres undefined)	-14	3	4	-19	-9	-9
CCOC(=O)CCCCC(N)=O	-16	1	3	-8	11	-4
CC(C)(C)NC(=O)NC(C)(C)C	7	15	4	-8	21	-15
Cc1ccc(C)c(C(C)NC(=O)NCCCl)c1 (centres undefined)	14	-25	0	13	1	0
COc1cc(O)c(Cc2ccccc2O)c(O)c1C(=O)CCc1ccccc1	-14	-6	-8	-34	-36	-17
Cc1ccc2c(=O)n(C)c(=O)n(C)c2n1	1	-43	-4	1	-5	0
O=[N+]([O-])c1ccc(C(O)CCN2CCCCC2)cc1 (centres undefined)	31	7	-4	7	9	24
O=C1NC(=O)/C(=C/c2ccc(S(=O)(=O)N/N=C\C(O)C(O)C(O)C(O)CO)cc2)N1 (centres undefined)	-13&19&-20	9&5&2	13&29&15	12&39&-4	4&-6&-17	2&-21&4
CC(=O)NC(CCCCNC(=O)NCCCl)C(=O)NCc1ccccc1 (centres undefined)	-3	21	-9	-23	-12	3
O=C1/C(=C\c2ccc(Cl)cc2Cl)Sc2scc(-c3cccc([N+](=O)[O-])c3)[n+]21	90*	88*	91*	86*	86*	86*
COC(=O)C(C(=O)C(=O)Nc1ccc(C(F)(F)F)cc1[N+](=O)[O-])c1csc(-n2nc(-c3ccccc3)cc2-c2ccccc2)n1 (centres undefined)	42	-13	2	19	23	20
CSC(=NC(=O)c1ccccc1)SCCSC(=NC(=O)c1ccccc1)SC	3	34	6	-7	-4	6
O=c1nc2occc2cn1C1CC(O)C(CO)O1 (centres undefined)	5	-30	4	2	7	-5
COC1OC(CO)C(O)C(O)C1O (centres undefined) (tested in a mixture with another compound)	-11	-29	14	-15	-2	-8
CCOC(=O)c1cn(CC)c2cc3c(cc2c1=O)SCS3	-17	30	41	-19	19	-37
O=C1Nc2c(cc([N+](=O)[O-])cc2[N+](=O)[O-])C1=O	2&-5	-12&0	3&-1	-1&8	4&-2	3&-9
O=C1C=CC(=O)N1c1cccc([N+](=O)[O-])c1	99*	100*	99*	100*	99*	100*
CNCC1OCCc2ccccc21 (centres undefined)	-15	32	1	5	5	11
CN1Cc2c([nH]c3ccccc23)C(O)C1 (centres undefined)	-20	-3	-2	0	-1	-1
CNC(=O)c1ccccc1CC1(O)CCCCC1	-12	-1	-33	-4	2	-14
O=C1Nc2ccccc2C1(N1CCCCC1)N1CCCCC1	18	8	27	22	34	36
Cc1ccc(-c2c(C#N)c(-c3ccccc3)n(NS(=O)(=O)c3ccccc3)c(=O)c2C#N)cc1	47	51	51	50	50	42

Sorted by length of the SMILES (lowest first): some entries from above.
SMILES	sgs1 mgt1	cln2 rad14	yeast mlh1 rad18	yeast mec2-1	yeast bub3	rad50
CCCCC(CC)(CO)CCC (centres undefined)	-14	3	4	-19	-9	-9
CC(C)(C)NC(=O)NC(C)(C)C	7	15	4	-8	21	-15
O=C1Nc2c(cc([N+](=O)[O-])cc2[N+](=O)[O-])C1=O	2&-5	-12&0	3&-1	-1&8	4&-2	3&-9
Cc1cccc(C)c1NC(=O)CCCC(=O)C1CCC/C1=N\NC(=O)C(=O)NN (centres undefined)	-62	-41	-32	-10	-9	-23
Cc1ccc(-c2c(C#N)c(-c3ccccc3)n(NS(=O)(=O)c3ccccc3)c(=O)c2C#N)cc1	47	51	51	50	50	42

As entered above.
`CCCCN(CCCC)CC(O)c1ccnc2c(Cl)cc(Cl)cc12` (centres undefined) – yeast mlh1 rad18: 15
`O=C(Nc1c[nH]c(=O)[nH]c1=O)Oc1ccccc1` – sgs1 mgt1: -5
